Compound activity from PubChem BioAssay.
LYPLA2 counter: blocks human lysophospholipase 2, a PME1 counter-screen | inhibition, % at 5.9 µM | 320,000 compounds, 0.38% hits | recombinant LYPLA2, FP-Rh probe fluorescence polarization | O95372;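 active = inhibition above the screen-wide mean plus 3 SD, limit set per campaign, cut at about 26% in these data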;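 note: 0% = LYPLA2 with DMSO and 100% = wells lacking LYPLA2 enzyme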
LYPLA1 counter: LYPLA1 (human) inhibition in PME1 counter-screen; O75608; recombinant LYPLA1, FP-Rh probe fluorescence polarization; inhibition, % at 5.9 µM; 320,000 compounds, 0.16% hits;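 active = inhibition above the mean of all tested compounds plus 3 SD, set per campaign, cut at about 14% in these data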;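 note: inhibitors block serine hydrolase probe labeling of LYPLA1 so polarization falls; 0% = enzyme with DMSO and 100% = wells lacking LYPLA1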
PAD4 FP inh: PAD4 (human) enzyme inhibition; Q9UM07; recombinant PAD4, RCA probe fluorescence polarization; inhibition, % at 6.36 µM; 330,000 compounds, 0.41% hits;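 active = percent inhibition above a cutoff equal to the mean of all tested compounds plus 3 SD, cut at about 15% in these data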;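 note: 0% = PAD4 with RCA probe and DMSO and 100% = probe without PAD4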
Target sequence (Q9UM07 whole entry, looked up): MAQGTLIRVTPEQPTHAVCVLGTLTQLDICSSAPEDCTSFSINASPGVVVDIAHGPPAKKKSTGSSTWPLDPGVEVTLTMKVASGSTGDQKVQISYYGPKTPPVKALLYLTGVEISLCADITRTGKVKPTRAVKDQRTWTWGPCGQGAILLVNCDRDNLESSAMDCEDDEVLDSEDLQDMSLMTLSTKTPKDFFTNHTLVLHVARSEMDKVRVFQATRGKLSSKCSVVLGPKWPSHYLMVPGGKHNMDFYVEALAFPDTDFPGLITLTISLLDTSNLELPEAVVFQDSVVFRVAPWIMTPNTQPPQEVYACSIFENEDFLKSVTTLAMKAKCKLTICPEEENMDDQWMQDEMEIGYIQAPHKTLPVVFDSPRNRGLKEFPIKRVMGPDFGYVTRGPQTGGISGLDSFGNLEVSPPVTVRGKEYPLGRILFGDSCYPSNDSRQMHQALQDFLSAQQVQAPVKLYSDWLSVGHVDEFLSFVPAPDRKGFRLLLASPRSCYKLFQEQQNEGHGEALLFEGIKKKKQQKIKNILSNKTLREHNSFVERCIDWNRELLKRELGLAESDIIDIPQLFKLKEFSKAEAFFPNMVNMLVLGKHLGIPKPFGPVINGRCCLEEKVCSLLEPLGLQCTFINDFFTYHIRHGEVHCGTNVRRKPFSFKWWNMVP
EBNA-1 inh: blocks EBNA-1 binding to DNA. EBNA-1 DNA binding, fluorescence polarization. inhibition, % at 14.8 µM. 300,000 compounds, 0.34% hits. AID 1950; in the data active = inhibition above about 28%
ZTA DNA inh: blocks Epstein-Barr virus ZTA, an EBNA-1 counter-screen; P03206; ZTA-DNA binding, fluorescence polarization; inhibition, % at 11 µM; 320,000 compounds, 0.15% hits; in the data active = inhibition above about 33%
GSTO1 inh: counter-screen for RBBP9 inhibitors: inhibitors of human GSTO1; P78417; recombinant GSTO1, activity-based probe fluorescence polarization; inhibition, % at 5.96 µM; 300,000 compounds, 1.1% hits;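 active = inhibition above the campaign mean inhibition plus 3 SD, cut at about 35% in these data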;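 note: 0% = GSTO1-1 with DMSO and 100% = wells lacking GSTO1-1 enzyme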
Target sequence (P78417 whole entry, looked up): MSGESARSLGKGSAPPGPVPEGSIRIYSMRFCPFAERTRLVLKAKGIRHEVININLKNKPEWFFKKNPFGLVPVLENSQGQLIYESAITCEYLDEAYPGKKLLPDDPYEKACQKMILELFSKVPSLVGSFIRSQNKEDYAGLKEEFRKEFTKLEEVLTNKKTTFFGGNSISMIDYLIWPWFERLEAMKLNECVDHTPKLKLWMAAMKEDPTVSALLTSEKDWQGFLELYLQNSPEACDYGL
PAFAH1B3 FP inh: PAFAH1B3 (human) inhibition. recombinant PAFAH1B3, FP-rhodamine probe, fluorescence polarization. inhibition, % at 3.39 µM. 340,000 compounds, 0.28% hits;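 active = inhibition above the screen-wide average of all tested compounds plus 3 SD, cut at about 25% in these data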;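 note: 0% = enzyme with DMSO only and 100% = wells lacking PAFAH1B3 protein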
PAFAH2 inh: PAFAH2 (human) inhibition. Q99487. recombinant PAFAH2, FP-rhodamine activity probe, fluorescence polarization. 340,000 compounds, 0.99% hits. inhibition, % at 3.39 µM;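 active = inhibition above the mean over all tested compounds plus 3 SD, cut at about 30% in these data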;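 note: inhibitors block probe labeling of enzyme so polarization drops; 0% = enzyme with DMSO and 100% = wells lacking PAFAH2 protein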
PREPL inh: inhibits the human prolyl oligopeptidase-like enzyme; Q4J6C6; recombinant PREPL, fluorescence polarization activity-based probe; inhibition, % at 5.96 µM; 320,000 compounds, 0.68% hits; AID 2751; in the data active = inhibition above about 43%;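 note: 0% = enzyme with DMSO and 100% = wells lacking enzyme; many of its hits are not listed in these tables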
* hit, by the source's call; · = not tested or not shown. Not all compounds are listed, so the mix of outcomes need not match the whole.

The opening 16 compounds (preview)
SMILES | LYPLA2 counter | LYPLA1 counter | PAD4 FP inh | EBNA-1 inh | ZTA DNA inh | GSTO1 inh | PAFAH1B3 FP inh | PAFAH2 inh | PREPL inh
N#CC(C#N)=C1C(=O)N(CCN2CCOCC2)c2ccccc21 | -4 | 1 | -2 | -7 | -11 | -2 | 0 | -2 | 2
O=C(NCCN1CCOCC1)c1ccccc1N1C(=O)[C@@H]2Cc3c([nH]c4ccccc34)C(c3ccccc3)N2C1=O (some centres not stated) | 2 | 0 | 9 | 8 | 0 | 6 | 8 | -3 | 4
O=C(O)c1cc(S(=O)(=O)Nc2ccc3cn[nH]c3c2)ccc1Br | 4 | -2 | -14 | · | -13 | · | 5 | 5 | 18
CC(=O)c1ccc(N2CCN(C(=S)NCc3ccco3)CC2)cc1 | 8 | 0 | -3 | -4 | -9 | 7 | 5 | 5 | 13
C=CCOC(=O)/C(=C\c1ccc(OC)cc1)NC(=O)c1ccco1 | -4 | 1 | 0 | -6 | -1 | 3 | 0 | 11 | 14
COc1nccc(-c2ccc(F)cc2)c1C#N | -1 | 1 | -1 | 3 | 11 | -5 | 3 | -1 | -5
CC(=O)Nc1cc(Cl)c(N=Cc2ccc(O)cc2O)cc1Cl | -12 | -9 | -23 | 2 | -9 | 3 | 5 | -11 | 19
CC(=O)NS(=O)(=O)c1ccc(NC(=O)c2ccccc2F)cc1 | -3 | -3 | -3 | -3 | 7 | 3 | 1 | -3 | 2
CCOC(=O)c1ccc(N2C(=O)CC(NC3CCN(C(=O)c4cccc(Cl)c4)CC3)C2=O)cc1 (configuration not stated) | 4 | 0 | -8 | -7 | 3 | -1 | · | · | 5
COc1ccc(CNC(=O)C(=O)N2CCC3(CC2)OCCN3S(=O)(=O)c2ccc(C)cc2)cc1 | -3 | 0 | 0 | 4 | 11 | -2 | -1 | 0 | 9
COc1ccc(Nc2ccc(N3C(=O)CCCC3=O)cc2[N+](=O)[O-])c(OC)c1 | 11 | 2 | -1 | -6 | 7 | -4 | 0 | 0 | 6
c1ccc(Nc2nc3ccccc3[nH]2)nc1 | 4 | 4 | -3 | -7 | -12 | -5 | 6 | 4 | 16
C=CCOc1nc2c(c(=O)n(C)c(=O)n2C)n1Cc1ccc(Cl)cc1 | -3 | 1 | -6 | 1 | -11 | 11 | 2 | 4 | 7
CCN(CC)S(=O)(=O)c1ccc(C(=O)N2CCN(C(=O)c3ccco3)CC2)cc1 | 2 | 2 | -1 | · | -3 | · | 5 | 18 | -3
O=C(Nc1ccc(-n2cnnn2)cc1)c1cccc(S(=O)(=O)N2CCCC2)c1 | -3 | -4 | 0 | · | -8 | · | -1 | -6 | 6
COc1ccc(Br)c(C(=O)OCC(=O)N2CCc3ccccc32)c1 | · | · | -2 | · | · | · | -5 | 18 | -1

The list itself, repeating the preview:
SMILES | LYPLA2 counter | LYPLA1 counter | PAD4 FP inh | EBNA-1 inh | ZTA DNA inh | GSTO1 inh | PAFAH1B3 FP inh | PAFAH2 inh | PREPL inh
N#CC(C#N)=C1C(=O)N(CCN2CCOCC2)c2ccccc21 | -4 | 1 | -2 | -7 | -11 | -2 | 0 | -2 | 2
O=C(NCCN1CCOCC1)c1ccccc1N1C(=O)[C@@H]2Cc3c([nH]c4ccccc34)C(c3ccccc3)N2C1=O (some centres not stated) | 2 | 0 | 9 | 8 | 0 | 6 | 8 | -3 | 4
O=C(O)c1cc(S(=O)(=O)Nc2ccc3cn[nH]c3c2)ccc1Br | 4 | -2 | -14 | · | -13 | · | 5 | 5 | 18
CC(=O)c1ccc(N2CCN(C(=S)NCc3ccco3)CC2)cc1 | 8 | 0 | -3 | -4 | -9 | 7 | 5 | 5 | 13
C=CCOC(=O)/C(=C\c1ccc(OC)cc1)NC(=O)c1ccco1 | -4 | 1 | 0 | -6 | -1 | 3 | 0 | 11 | 14
COc1nccc(-c2ccc(F)cc2)c1C#N | -1 | 1 | -1 | 3 | 11 | -5 | 3 | -1 | -5
CC(=O)Nc1cc(Cl)c(N=Cc2ccc(O)cc2O)cc1Cl | -12 | -9 | -23 | 2 | -9 | 3 | 5 | -11 | 19
CC(=O)NS(=O)(=O)c1ccc(NC(=O)c2ccccc2F)cc1 | -3 | -3 | -3 | -3 | 7 | 3 | 1 | -3 | 2
CCOC(=O)c1ccc(N2C(=O)CC(NC3CCN(C(=O)c4cccc(Cl)c4)CC3)C2=O)cc1 (configuration not stated) | 4 | 0 | -8 | -7 | 3 | -1 | · | · | 5
COc1ccc(CNC(=O)C(=O)N2CCC3(CC2)OCCN3S(=O)(=O)c2ccc(C)cc2)cc1 | -3 | 0 | 0 | 4 | 11 | -2 | -1 | 0 | 9
COc1ccc(Nc2ccc(N3C(=O)CCCC3=O)cc2[N+](=O)[O-])c(OC)c1 | 11 | 2 | -1 | -6 | 7 | -4 | 0 | 0 | 6
c1ccc(Nc2nc3ccccc3[nH]2)nc1 | 4 | 4 | -3 | -7 | -12 | -5 | 6 | 4 | 16
C=CCOc1nc2c(c(=O)n(C)c(=O)n2C)n1Cc1ccc(Cl)cc1 | -3 | 1 | -6 | 1 | -11 | 11 | 2 | 4 | 7
CCN(CC)S(=O)(=O)c1ccc(C(=O)N2CCN(C(=O)c3ccco3)CC2)cc1 | 2 | 2 | -1 | · | -3 | · | 5 | 18 | -3
O=C(Nc1ccc(-n2cnnn2)cc1)c1cccc(S(=O)(=O)N2CCCC2)c1 | -3 | -4 | 0 | · | -8 | · | -1 | -6 | 6
COc1ccc(Br)c(C(=O)OCC(=O)N2CCc3ccccc32)c1 | · | · | -2 | · | · | · | -5 | 18 | -1
CS(=O)(=O)c1ncc(CO)n1Cc1ccccc1 | -3 | 1 | -2 | 16 | -5 | 2 | 2 | 6 | -3
COc1cc(C(c2sc3nc(C)nn3c2O)N2CCN(c3ccccc3)CC2)cc(OC)c1OC (configuration not stated) | -4 | 0 | -4 | 3 | 8 | -3 | 2 | -9 | 4
CCN(CC)S(=O)(=O)c1cccc(NC(=O)COc2ccc(C#N)cc2OC)c1 | -4 | -2 | -2 | -1 | -5 | 3 | 1 | 0 | 3
CCn1cnc2sc(C(=O)N3CCN(Cc4ccc5c(c4)OCO5)CC3)c(C)c2c1=O | 4 | 4 | -6 | -6 | 6 | 9 | · | · | 16
S=c1[nH]nc(Nc2cccc(Cl)c2)s1 | -3 | 0 | 7 | -6 | -2 | -2 | 0 | -1 | 7
CCN(CC)CC(=O)N1c2ccccc2CCc2ccc(NC(=O)c3cc(OC)c(OC)c(OC)c3)cc21 | -3 | -6 | -1 | -13 | -8 | -13 | 3 | -5 | 16
O=C(Nc1nc2ccccc2s1)NC1CCCCC1 | -6 | -5 | 0 | -6 | 6 | -7 | -1 | 9 | 0
O=C1C(NS(=O)(=O)c2cccs2)=C(N2CCN(c3cccc(Cl)c3)CC2)C(=O)c2ccccc21 | 16 | 3 | -12 | -2 | -23 | 50* | 16 | 7 | 58*
CCOC(=O)c1c(NC(=O)CSc2nnc(-c3c[nH]c4ccccc34)n2CCOC)sc2c1CCCCC2 | -2 | -9 | 4 | 2 | 15 | -8 | -6 | -12 | 25
CC(=O)c1ccc(OCC(O)CN2CCN(c3ccccn3)CC2)cc1 (configuration not stated) | 2 | 2 | 2 | 5 | -3 | 3 | · | · | -9
O=C(CCc1nnc2n(Cc3ccc(Cl)cc3)c(=O)c3ccccc3n12)N1CCN(c2ccccn2)CC1 | 8 | 1 | 0 | 4 | -12 | -1 | 3 | -3 | 7
Cc1cccc(-c2nc3c(c(SCC(=O)N(C)C)n2)CCCC3)c1 | 8 | 0 | -2 | -8 | -10 | 0 | 6 | -11 | 4
CC(=O)c1ccc(NC(=O)COc2ccccc2C(=O)Nc2ccccc2)cc1 | -54 | -31 | -4 | 1 | 3 | -2 | -1 | -33 | -8
O=C(C1CC(c2ccccc2O)=NO1)N1CCCCC1 (configuration not stated) | 1 | -3 | 0 | 8 | -4 | 3 | 3 | 2 | 16
CCCNC(=O)Cc1c(C)n(C(=O)c2ccc(Cl)cc2)c2ccc(OC)cc12 | 0 | 1 | -2 | -7 | -4 | -5 | 10 | -7 | -3
COc1ccc(S(=O)(=O)N2CCN(c3cc(-c4ccccc4)nc4ncnn34)CC2)cc1 | -6 | -7 | 2 | -3 | 0 | 4 | -1 | -5 | -5
CCCc1nnc(NC(=O)c2c(O)c3c([nH]c2=O)CCCC3)s1 | -9 | 3 | -5 | -16 | 15 | -2 | -1 | -2 | 20
N#C/C(=C/c1ccc(-c2ccc(S(N)(=O)=O)cc2)o1)C(=O)Nc1ccccc1 | -3 | -7 | -4 | 5 | 16 | -6 | -7 | -4 | 11
CCOc1ccc(-n2cc(C(=O)Nc3cccc(C)n3)c3cc(OC)c(OC)cc3c2=O)cc1 | 1 | -1 | 2 | -13 | -24 | -3 | 7 | 5 | 12
Cc1cc(C(F)(F)F)n2nc(-c3sccc3-n3cccc3)cc2n1 | 0 | 5 | -4 | 13 | 0 | -5 | -4 | -6 | 0
CC(C)CC(=O)N1CCN(C(=O)c2ccc(-c3ccccc3)cc2)CC1 | 7 | 2 | 0 | -3 | -11 | -5 | 4 | 8 | 0
CC(=O)c1cccc(N(C(=O)c2ccco2)C(C(=O)NC2CCCC2)c2ccccc2F)c1 (configuration not stated) | 1 | 2 | -2 | 7 | -8 | 0 | 4 | -9 | 4
COc1cccc2c(O)cc(=O)n(C)c12 | -3 | 1 | -6 | 8 | -7 | 3 | 7 | -10 | 4
O=C(CC(O)CCc1ccccc1)c1ccc(O)cc1 (configuration not stated) | · | · | -10 | · | · | · | 7 | 7 | 9
Cn1cc(C(c2ccccn2)c2cn(C)c3ccccc23)c2ccccc21 | 0 | -3 | 0 | -4 | -4 | -1 | 7 | 0 | 7
CCOC(=O)C(C)Oc1ccc2c(CC)cc(=O)oc2c1C (configuration not stated) | 4 | 2 | 0 | 0 | -3 | 14 | -1 | 6 | -1
C/C(=N\OC(=O)c1ccc(C)cc1)c1c(C)nc2cc(C)ccn12 | 4 | 8 | -4 | -5 | -10 | 5 | 7 | -1 | 13
Cc1ccccc1S(=O)(=O)N1[C@@H](c2ccc(Cl)cc2)C(C(=O)O)=CC[C@H]1c1ccc(Cl)cc1 | · | · | -7 | · | · | · | 5 | 18 | -1
Cc1c(NC(=O)OC(C)C)sc(=S)n1C | 7 | 0 | 4 | -6 | 10 | 0 | 4 | 6 | -4
COc1ccc(CC(NC(C)=O)C(=O)NC2CCN(S(=O)(=O)c3ccccc3)CC2)cc1OC (configuration not stated) | 8 | 0 | -6 | -8 | 10 | 2 | -5 | 7 | 18
Cc1cc(N2CCN(C3CCCC3)CC2)n2c(nc3ccccc32)c1C#N | -5 | -3 | -3 | 3 | 8 | 0 | -5 | -5 | -2
COc1cc(OC)c(-c2sc(Nc3ccccc3)n[n+]2-c2ccc(F)cc2)cc1OC | 2 | -2 | -3 | 3 | -1 | 1 | -5 | -5 | 5
CN(C(=O)c1ccc(NC(=O)Cc2ccc(NC(=O)C3CCN(C(=O)C4CCCCC4)CC3)cc2)cc1)C1CC1 | 8 | 3 | -1 | · | 13 | · | -2 | -2 | 6
CN(C(=O)c1cccs1)c1ccccc1C(=O)O | -2 | -1 | -3 | -11 | -11 | -5 | 1 | 4 | -7
CCOc1ccc(NC(=O)CSc2nc(=O)n(Cc3cccnc3)c3c2CCC3)cc1 | 1 | 2 | 11 | 1 | -19 | 8 | -4 | 0 | 18
